Screens (PubChem BioAssay)
TAAR1 antag: antagonists of human TAAR1; hit rate 1.5% among 360,000; Q96RJ0; inhibition, % at 3 µM; CHO RD-HGA16 TAAR1, Fluo-8 calcium fluorescence, antagonist; AID 624466;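 active = inhibition above a per-plate cutoff, the mean inhibition of test compounds on that plate plus 3 SD, cut at about 49% in these data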;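 also: 0% = DMSO plus EC80 beta-PEA response and 100% = DMSO alone without agonist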
Target sequence (Q96RJ0 whole entry, looked up): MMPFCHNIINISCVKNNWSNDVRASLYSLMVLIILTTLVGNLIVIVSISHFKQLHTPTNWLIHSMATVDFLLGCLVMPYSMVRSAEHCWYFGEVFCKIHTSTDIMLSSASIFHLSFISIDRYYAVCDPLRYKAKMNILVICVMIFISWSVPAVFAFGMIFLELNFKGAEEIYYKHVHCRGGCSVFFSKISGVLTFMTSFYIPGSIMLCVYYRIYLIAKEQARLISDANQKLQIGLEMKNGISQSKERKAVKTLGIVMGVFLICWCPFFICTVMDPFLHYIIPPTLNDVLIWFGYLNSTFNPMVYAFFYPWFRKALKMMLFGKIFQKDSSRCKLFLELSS
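Material: CHO RD-HGA16 cells bearing hTAAR1; compound dosing: one-point dosing, 3 µM nominal final; schedule: dye loading 75 min at 37 °C, then 30 min room temperature; measured by: calcium fluorescence with Fluo-8; control set: vehicle and agonist controls; replication: n of 1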
CRFR2-BP antag: CRF-BP/CRF-R2 complex antagonism; hit rate 0.59% among 350,000; inhibition, % at 11.8 µM; AID 588475; HEK293 CRF-R2/CRF-BP, CRF-induced calcium fluorescence;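 active = inhibition of the ligand-induced calcium signal above about 50% at the single tested concentration, limit read from the data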
CHRM4 PAM: CHRM4 positive allosteric modulation; AID 624126; CHO-K1 hM4/Gqi5, Fluo-8 calcium fluorescence, ACh EC20; 0% = ACh EC20, 100% = maximal ACh; activation, % at 3 µM; P08173; hit rate 0.4% among 360,000;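 active = activation above its plate's cutoff, the mean activation of sample wells plus 3 SD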; also: some results filed as inactive read as strong as hits
Target sequence (P08173 whole entry, looked up): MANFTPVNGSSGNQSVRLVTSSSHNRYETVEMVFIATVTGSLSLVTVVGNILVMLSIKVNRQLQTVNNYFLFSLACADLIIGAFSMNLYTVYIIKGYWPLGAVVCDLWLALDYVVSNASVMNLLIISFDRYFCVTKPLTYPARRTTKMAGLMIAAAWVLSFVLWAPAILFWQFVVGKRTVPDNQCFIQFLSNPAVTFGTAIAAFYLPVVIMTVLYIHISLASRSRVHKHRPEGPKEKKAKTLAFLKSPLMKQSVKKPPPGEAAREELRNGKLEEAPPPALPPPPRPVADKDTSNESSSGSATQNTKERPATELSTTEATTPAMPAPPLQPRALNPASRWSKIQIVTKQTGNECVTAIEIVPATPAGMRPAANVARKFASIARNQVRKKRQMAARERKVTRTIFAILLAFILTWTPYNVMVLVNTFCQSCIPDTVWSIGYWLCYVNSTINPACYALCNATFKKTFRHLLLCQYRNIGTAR
CHRM5 agonist: agonists of human muscarinic M5 receptor (CHRM5); P08912; CHO-K1 hM5 cells, Fluo-8 calcium fluorescence; 0% DMSO wells, 100% maximal acetylcholine response; activation, % at 3 µM; hit rate 0.19% among 360,000; AID 624037;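 active = activation above the run's mean over test compounds plus 3 SD, cut at about 23% in these data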;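 also: signal is peak over basal fluorescence ratio across the kinetic read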
CRFR2-BP ag: agonists of human CRF-binding protein/CRF-R2 receptor complex. HEK293 CRF-R2/CRF-BP, calcium dye fluorescence (FLIPR); percent of saturating CRF peptide response. activation, % at 13.2 µM. hit rate 0.46% among 350,000. AID 588473;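 active = activation of at least 50%, plus an integration ratio under a set limit after plate pattern correction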;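 also: plate controls were neutral control wells without compound for no effect and CRF at EC100 for full effect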
CHRM5 antagonist: antagonists of human muscarinic M5 receptor (CHRM5) | AID 624040 | inhibition, % at 3 µM | hit rate 0.59% among 360,000 | CHO-hM5 cells, Fluo-8 calcium fluorescence, ACh EC80;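 active = inhibition above a per-plate cutoff, the mean of that plate's test compounds plus 3 SD, cut at about 27% in these data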;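 also: 0% = acetylcholine EC80 with DMSO and 100% = DMSO without agonist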
CHRM5 PAM: positive allosteric modulators of human muscarinic M5 receptor; P08912; CHO-K1 hM5, Fluo-8 calcium, ACh EC20 PAM; 0% = ACh EC20, 100% = ACh EC100; activation, % at 3 µM; hit rate 0.3% among 360,000; AID 624038;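 active = activation above the run cutoff, the mean activation of all test compounds plus 3 SD, cut at about 18% in these data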
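Replicates: One well per compound, no replicates | System: Human M5 receptor in CHO-K1 cells | Benchmarks: Low control EC20 acetylcholine (0%), high control EC100 acetylcholine (100%) | Probe or stimulus: Acetylcholine, EC20 level | Times: Fluo-8 loading 80 min at 37 °C plus 30 min room temperature | Signal: Intracellular calcium via Fluo-8 fluorescence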
M1 PAM parental: counter-screen for M1 PAMs: effect in parental CHO-K1 cells; ATP EC20, Fluo-8 calcium fluorescence; 0% at ATP EC20, 100% at ATP max; activation, % at 3 µM; hit rate 0.02% among 360,000;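 active = activation above the run cutoff, the mean activation of all test compounds plus 3 SD, cut at about 40% in these data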;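 also: peak over basal fluorescence ratio in a 140 s read after ATP addition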
TAAR1 ag: agonists of human TAAR1. Q96RJ0. CHO RD-HGA16 TAAR1, Fluo-8 calcium fluorescence; vehicle wells 0%, saturating PEA agonist 100%. activation, % at 3 µM. hit rate 0.99% among 360,000. AID 624467;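 active = activation above the mean activation of all test compounds in the run plus 3 SD, cut at about 38% in these data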
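Assay system: CHO-derived RD-HGA16 cells with stable Gα16 and human TAAR1; timing: 17-24 h seeding, 75 min 37 °C dye, 30 min RT; read-out: % activation from peak over basal fluorescence ratio, DMSO-to-PEA scaled; measured by: kinetic Fluo-8 calcium fluorescence; benchmarks: low control DMSO, high control PEA (EC100); doses: 3 µM single concentration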
Active calls of the source: *; . = not tested or not shown.

SMILES	TAAR1 antag	CRFR2-BP antag	CHRM4 PAM	CHRM5 agonist	CRFR2-BP ag	CHRM5 antagonist	CHRM5 PAM	M1 PAM parental	TAAR1 ag
Cc1ccc(S(=O)(=O)N(CC(=O)Nc2ccc(Cl)cc2)C(=O)N2CCN(C)CC2)cc1	-17.2	0.9	8.9	-2.0	0.5	-4.8	4.2	-5.3	-0.2
Cc1ccc(Cn2ccc(NC(=O)c3cc(C4CC4)on3)n2)cc1	-31.3	4.7	-11.3	5.2	0.6	-5.0	0.6	8.3	-2.5
CCCCN(CCCC)S(=O)(=O)c1ccc(SCC(=O)OCC)c([N+](=O)[O-])c1	26.0	16.1	-11.0	-2.1	-1.2	-1.6	2.4	-4.9	5.1
CCOc1cc(OCC)cc(C(=O)N2CCC[C@H]2C(=O)N2CCC[C@H]2C(=O)N[C@@H](C)c2ccccc2)c1	-12.6	.	6.3	1.7	.	1.6	-1.6	-2.9	1.6
O=C(/C=C/c1cccc(F)c1)N1CCN(c2ncccn2)CC1	-6.4	2.7	-7.2	-2.2	-0.6	3.3	-3.5	4.6	0.1
Cc1cc(-c2ccccc2)nc(Oc2cccc(C(F)(F)F)c2)c1S(C)(=O)=O	-20.8	6.7	8.2	-0.9	0.2	-8.0	-2.8	12.2	-0.1
NS(=O)(=O)c1ccc(N=Cc2c(O)c3ccccc3oc2=O)cc1	-4.0	12.2	10.1	1.3	-2.5	13.2	6.9	-12.3	0.8
CCn1nc(C)c(CN2CCC(n3nccc3NC(=O)c3ccc4c(c3)OCO4)CC2)c1C	-7.7	11.0	1.8	-2.0	-0.7	-14.1	3.8	-3.7	2.1
CC(C)(C)n1nc2c(c1NC(=O)Cc1ccc(Cl)cc1)CS(=O)(=O)C2	-4.2	7.2	-5.8	2.7	-1.8	1.9	6.3	-2.4	2.1
Cc1nn(-c2ccccc2)nc1C(=O)NNC(=O)c1cccc2ccccc12	0.1	-4.0	-20.3	3.6	-1.4	8.2	-3.4	-19.8	4.4
CCC(C)NC(=O)Cn1ccc2cc(S(=O)(=O)N3CCCCCC3)ccc21 (stereo not given)	-11.2	2.4	-6.2	-0.4	0.3	5.4	0.3	7.5	2.3
CC1(C)Oc2ccc3ccc(=O)oc3c2/C(=C/NNC(N)=O)C1=O	-24.0	6.0	-4.8	-1.9	-1.9	3.1	0.1	16.2	3.6
COc1ccc2c(c1)c1ncn(CCN3CCCC3)c(=O)c1n2C	-0.9	10.7	2.8	-2.3	-0.1	9.7	-7.8	4.9	1.8
COc1ccc(C(=O)NCCS(=O)(=O)NCc2ccccc2)cc1	-3.1	13.4	13.5	-0.4	-1.4	4.2	2.2	15.8	1.3
CC(C)NC(=O)Nc1ccc2c(c1)C(=O)N([C@H](C)CO)C[C@H](C)[C@@H](CN(C)C(=O)Nc1ccc(C(F)(F)F)cc1)O2	5.4	31.8	4.6	0.8	-2.1	1.1	-1.4	9.0	0.3

The closing 5 compounds of the section before are carried over, then new ones follow.
SMILES	TAAR1 antag	CRFR2-BP antag	CHRM4 PAM	CHRM5 agonist	CRFR2-BP ag	CHRM5 antagonist	CHRM5 PAM	M1 PAM parental	TAAR1 ag
CCC(C)NC(=O)Cn1ccc2cc(S(=O)(=O)N3CCCCCC3)ccc21 (stereo not given)	-11.2	2.4	-6.2	-0.4	0.3	5.4	0.3	7.5	2.3
CC1(C)Oc2ccc3ccc(=O)oc3c2/C(=C/NNC(N)=O)C1=O	-24.0	6.0	-4.8	-1.9	-1.9	3.1	0.1	16.2	3.6
COc1ccc2c(c1)c1ncn(CCN3CCCC3)c(=O)c1n2C	-0.9	10.7	2.8	-2.3	-0.1	9.7	-7.8	4.9	1.8
COc1ccc(C(=O)NCCS(=O)(=O)NCc2ccccc2)cc1	-3.1	13.4	13.5	-0.4	-1.4	4.2	2.2	15.8	1.3
CC(C)NC(=O)Nc1ccc2c(c1)C(=O)N([C@H](C)CO)C[C@H](C)[C@@H](CN(C)C(=O)Nc1ccc(C(F)(F)F)cc1)O2	5.4	31.8	4.6	0.8	-2.1	1.1	-1.4	9.0	0.3
N#CCC(=O)N/N=C/c1ccc(OCC(=O)Nc2ccc(F)cc2)cc1	-13.6	-4.0	1.8	-0.9	-1.3	-10.9	1.3	16.1	3.9
Nc1nc2c(ncn2[C@@H]2O[C@H](CNS(=O)(=O)c3cccnc3)[C@@H](O)[C@H]2O)c(=O)[nH]1	-0.3	.	-0.2	4.2	.	-4.8	0.7	0.8	1.3
CCc1nc(C#N)c(N2CCCCC2)o1	9.0	10.0	1.8	-2.3	0.5	1.9	-2.3	17.2	1.8
O=c1cc(-c2ccccc2Cl)oc2c(NS(=O)(=O)c3cc(Cl)cc(Cl)c3O)ccc(O)c12	.	4.3	10.8	2.3	81.2*	9.8	-3.0	0.4	.
COc1ccc(-c2nc3ccccc3c(=O)n2CCOc2cccc(C)c2C)cc1	1.1	-15.2	-1.6	-3.2	22.2	-8.7	-2.4	10.0	6.9
CCOP(=O)(OCC)C(Nc1ccccc1)c1ccccc1C(F)(F)F (stereo not given)	-16.6	-14.9	-4.4	5.6	0.0	-10.7	1.3	19.7	1.3
CC(=O)c1cccc(NC(=O)N2C3CCC2CC(O)(c2cccnc2)C3)c1 (stereo not given)	1.6	5.1	1.0	-5.3	-2.4	0.3	-2.9	-7.2	19.1
COCCn1nnnc1C(c1cccc(OC)c1OC)N1CCN(C2CCCCC2)CC1 (stereo not given)	10.4	18.1	7.9	-5.0	-3.7	2.5	0.5	14.2	4.8
COc1cccc(CNC(=O)[C@@H]2CCCN2C(=O)[C@H]2CCCCN2C(=O)OC(C)(C)C)c1	-7.5	.	8.2	-2.0	.	-1.4	-4.2	14.6	-0.3
Cn1cccc1Cc1nnc(SCC(=O)NC2CCCCC2)n1-c1ccc(F)cc1	-18.6	0.7	1.3	0.0	-1.8	-0.3	1.7	6.2	0.5
COc1ccc(NC(=O)CSc2nccn2Cc2ccc(F)cc2)c(OC)c1	8.8	3.3	-0.8	-4.5	-0.9	1.8	3.0	18.2	-0.5
CCc1nnc(NC(=O)Cn2c(=O)oc3ccccc32)s1	6.9	-29.2	0.6	-0.3	0.5	7.2	1.0	11.8	16.2
CC12CCC(C[N+](C)(C)C1)C2(C)C (stereo not given)	-11.6	-23.5	3.8	-4.0	12.0	6.8	5.5	23.0	9.5
CC(=O)c1ccc(-c2nc3ccccc3n2C)o1	-4.7	-6.3	3.8	-0.2	-0.9	-3.5	1.2	-6.5	3.6
Cc1ccc(S(=O)(=O)N2CCN(CC(=O)N3CCOCC3)CC2)cc1	-19.3	16.8	-4.6	-4.2	0.8	6.2	-8.1	5.8	2.3
O=C(NCc1cn2ccccc2n1)c1ccc2c(c1)OCO2	14.5	-10.2	-2.7	1.4	0.0	1.7	0.9	18.1	8.1
Cc1ccc(OCCC(=O)OCC(=O)c2c(N)n(C)c(=O)n(C)c2=O)cc1	-23.1	0.9	17.5	-0.8	0.5	3.8	4.2	22.9	1.4
Cc1ccccc1NC(=O)c1ccc2ccccc2c1	1.8	6.8	1.4	-1.6	-0.6	6.3	-7.6	-4.1	-2.2
O=C(NCCOc1cccc(Cl)c1Cl)c1cc(-n2cnnc2)ccc1Cl	.	4.1	-10.4	-2.3	-0.6	-3.6	-1.1	14.6	.
CC(=O)Nc1cccc(C(=O)Nc2cccc(S(=O)(=O)NCc3ccco3)c2)c1	-5.2	-5.7	-6.5	2.2	-1.8	18.4	-10.3	-2.0	0.9
CN1/C(=C\C(=O)COC(=O)c2ccc([N+](=O)[O-])o2)C(C)(C)c2ccccc21	-0.7	10.6	-15.8	4.4	0.2	9.1	-12.7	0.6	0.8
Clc1ccccc1-c1nc(-c2ccc(Br)o2)no1	-5.4	0.4	-1.2	-1.9	-0.9	4.4	-1.7	18.3	12.6
CCCNC(=O)c1cc(C2CCCCN2C(=O)CCCc2ccccc2)on1 (stereo not given)	-19.3	.	-8.0	-1.4	.	18.1	-4.2	-23.7	2.4
CCCN(CCC)S(=O)(=O)c1ccc(C(=O)Nc2nnc(-c3cccc(OC)c3)o2)cc1	-13.5	-85.5	2.4	0.5	99.9*	-0.7	3.6	22.2	17.4
CC1(CN2CCCC2)CCC(NC(=O)C(c2ccccc2)c2ccccc2)C(C)(C)O1 (stereo not given)	-8.7	-14.0	-11.9	-1.6	-0.5	0.2	1.0	-6.9	0.8
CCCn1c(N)c(C(=O)CSc2nc3ncc(Cl)cc3[nH]2)c(=O)[nH]c1=O	-6.4	-0.8	3.7	3.1	-1.1	0.0	1.5	-10.7	0.1
COc1ccc(C2=NN(C(=O)CSc3nnc(C)c(=O)n3N)C(c3ccco3)C2)cc1 (stereo not given)	-12.1	15.3	-0.6	-5.5	-1.8	0.6	9.9	8.6	-1.1
COc1ccc(/C(C)=N/Nc2nc3ccccc3n3cnnc23)cc1OC	-9.3	-7.8	.	.	-1.6	.	.	.	1.7
Cc1ccc(-c2ccc(CN3C(C)C(=O)N(Cc4cn(CC5CCCCC5)nn4)CCS3(=O)=O)cc2)cc1 (stereo not given)	-21.1	7.9	1.8	-0.9	2.7	-10.8	-1.0	5.5	0.0
COc1ccc2[nH]c(=O)c(C(c3nnnn3C(C)(C)C)N(Cc3ccco3)CC3CCCO3)cc2c1 (stereo not given)	-2.3	-2.0	-2.9	-1.3	-1.2	-2.2	-1.2	2.0	2.1
CNc1ccc(C(=O)OCC(=O)NCc2ccc3c(c2)OCO3)cc1[N+](=O)[O-]	11.1	-2.1	-0.5	1.1	0.4	2.4	-3.8	-15.7	4.6
CC/C(=N/N=C(\CC)c1ccccc1)c1ccccc1	-4.3	-123.6	-2.8	0.6	1.2	1.6	-4.0	11.7	8.5
Cc1nn(-c2ccccc2)c(C)c1C(=O)OCC(=O)N1c2ccccc2NC(=O)C1(C)C	71.5*	3.6	-15.2	8.1	-1.2	21.9	-21.2	7.7	19.1
COc1ccc(S(=O)(=O)N(C)C[C@H]2Oc3c(cccc3N(C)C)C(=O)N([C@H](C)CO)C[C@@H]2C)cc1	6.9	-4.3	5.7	1.4	-0.8	3.5	3.5	8.7	17.6
C=CCSc1nnc(NC(=O)C2CC(=O)N(c3ccc4c(c3)OCCO4)C2)s1 (stereo not given)	-25.2	-11.7	10.0	2.7	-0.3	1.6	-2.8	4.3	6.4
N#Cc1ccc(Nc2nc(NCc3ccccc3)nc3ccsc23)cc1	28.2	.	-10.2	2.5	.	11.6	-9.3	-11.2	3.1
CCc1nc(CN2CCCC(C(=O)Nc3ccc(-c4cccc(OC)c4)cc3)C2)c(C)[nH]1 (stereo not given)	-1.6	0.0	-5.3	-2.1	0.1	3.4	-1.7	5.8	1.2
